Bim-Bcl-2 = human Bim-Bcl-2 interaction inhibition. P10415. AID 950. Bead-based flow cytometry, Bim peptide-Bcl-2 binding. 190,000 compounds, 0.06% hits. inhibition, % at 10 µM; in the data active means inhibition above about 40%; inconclusive means no clear call, values can overlap the other calls;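 further: 0% = no compound wells with probe peptide and 100% = reference peptide inhibitor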
Target sequence (P10415 whole entry, looked up): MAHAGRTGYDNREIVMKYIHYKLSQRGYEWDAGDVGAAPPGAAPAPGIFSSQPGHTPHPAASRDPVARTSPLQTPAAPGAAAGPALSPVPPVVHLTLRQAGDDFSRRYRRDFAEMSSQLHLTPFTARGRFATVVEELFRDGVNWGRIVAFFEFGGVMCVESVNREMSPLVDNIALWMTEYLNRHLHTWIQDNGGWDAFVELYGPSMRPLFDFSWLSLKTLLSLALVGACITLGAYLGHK
Bcl-B Bim block = inhibitors of Bim-Bcl-B interaction, human. bead-based flow cytometry, Bim peptide-Bcl-B binding. inhibition, % at 10 µM. 190,000 compounds, 0.073% hits;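 further: 0% = tracer peptide without compound and 100% = reference inhibitor peptide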
Mcl1-Bid inh = Mcl-1/Bid interaction inhibition; TR-FRET Mcl-1/Bid-Dy647 peptide binding, 1536-well; inhibition, % at 21.7 µM; 220,000 compounds, 0.97% hits; AID 1021;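 active means compounds that cut the binding signal by more than half at the single screening dose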;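 further: His-tagged Mcl-1 with europium anti-His antibody binding Bid BH3 peptide; 0% = Mcl-1 plus peptide wells and 100% = peptide-only wells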
Mcl-1 Bim block = human Bim-Mcl-1 interaction inhibition; AID 1009; Q07820; Bead-based flow cytometry, Bim peptide-Mcl-1 binding; inhibition, % at 10 µM; 190,000 compounds, 0.1% hits;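 further: 0% = no compound tracer wells and 100% = peptide blocker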
Bim-Bcl-XL = disrupts Bim peptide binding to human Bcl-XL; Q07817; bead flow cytometry, fluorescence; inhibition, % at 10 µM; 190,000 compounds, 0.04% hits; AID 1007
Target sequence (Q07817 whole entry, looked up): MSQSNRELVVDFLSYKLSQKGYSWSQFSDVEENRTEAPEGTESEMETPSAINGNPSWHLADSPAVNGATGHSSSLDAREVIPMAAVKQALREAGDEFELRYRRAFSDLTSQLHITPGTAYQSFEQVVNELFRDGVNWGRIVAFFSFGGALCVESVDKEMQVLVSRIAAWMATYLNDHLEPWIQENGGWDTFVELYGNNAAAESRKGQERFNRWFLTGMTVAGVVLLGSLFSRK
RGS7-Gao = modulates binding of RGS7 to human Galphao | Multiplexed bead flow cytometry; actives lie on both sides | binding response (% of control), % at 10 µM | 220,000 compounds, 0.35% hits | AID 1439; in the data active means binding response below about 49% or above about 150%; inconclusive means no clear call, values can overlap the other calls; inactive means in between;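 further: fluorescent Galphao held in activated GDP-AlF4 state binding bead-coupled RGS7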
Target sequence (P09471 whole entry, looked up): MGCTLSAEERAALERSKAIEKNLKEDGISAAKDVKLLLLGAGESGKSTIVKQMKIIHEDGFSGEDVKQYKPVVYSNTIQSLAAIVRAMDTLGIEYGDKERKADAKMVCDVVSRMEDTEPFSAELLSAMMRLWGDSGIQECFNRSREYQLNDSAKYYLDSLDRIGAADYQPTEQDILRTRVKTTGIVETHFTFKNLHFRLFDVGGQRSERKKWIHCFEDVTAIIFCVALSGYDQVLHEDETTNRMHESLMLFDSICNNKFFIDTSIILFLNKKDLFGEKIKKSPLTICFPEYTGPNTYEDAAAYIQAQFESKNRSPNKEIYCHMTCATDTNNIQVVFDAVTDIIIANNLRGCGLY
Bfl-1 Bim block = inhibitors of Bim-Bfl-1 interaction, human. Bead-based flow cytometry, Bim-Bfl-1 binding inhibition. inhibition, % at 10 µM. 190,000 compounds, 0.12% hits. AID 1008. Q16548;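 further: 0% = wells without compound plus tracer and 100% = blocker peptide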
RGS4-Gao reg = modulates binding of RGS4 to human Galphao | P09471 | Multiplexed bead flow cytometry; actives lie on both sides | binding response (% of control), % at 10 µM | 220,000 compounds, 0.33% hits | AID 1415; in the data active means binding response below about 49% or above about 150%; inactive means in between;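 further: fluorescent Galphao activated with aluminum fluoride binding bead-coupled RGS4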
Bim-Bcl-W = disrupts Bim peptide binding to human Bcl-W; Q92843; bead-based flow cytometry; inhibition, % at 10 µM; 190,000 compounds, 0.02% hits;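 further: 0% = bound tracer without compound and 100% = peptide blocker; higher means less fluorescent Bim peptide bound to Bcl-W beads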
RGS8-Gao = human RGS8-Galphao interaction regulation; multiplexed bead flow cytometry, RGS8-Galphao binding; actives lie on both sides; response (percent of control binding), % at 10 µM; 220,000 compounds, 0.34% hits; AID 1423; in the data active means response below about 60% or above about 140%; inactive means in between;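 further: Galphao activated as the GDP aluminium fluoride complex binding bead-coupled RGS8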
Mcl1 Noxa PPI = disrupts binding of human Mcl-1 to Noxa peptide; Q07820; TR-FRET Mcl-1/Noxa peptide binding, 2 h; inhibition, % at 21.7 µM; 220,000 compounds, 1.5% hits; AID 1022;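 active means compounds that cut the protein-peptide binding signal by more than 50% relative to plate controls in a single-dose test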;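 further: His-tagged Mcl-1 with rhodamine Noxa BH3 peptide and terbium anti-His antibody; 0% = Mcl-1 plus Noxa peptide wells and 100% = peptide-only wells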
Active calls of the source: *; ? = inconclusive; nt = not tested or not shown; & = joins results of further samples; [ ] = remark or other dose. Unless noted, no stated cut-off is given here; in the data, active means inhibition above about 40%.

SMILES	Bim-Bcl-2	Bcl-B Bim block	Mcl1-Bid inh	Mcl-1 Bim block	Bim-Bcl-XL	RGS7-Gao	Bfl-1 Bim block	RGS4-Gao reg	Bim-Bcl-W	RGS8-Gao	Mcl1 Noxa PPI
CCOc1ccc(C2c3c(oc4ccccc4c3=O)C(=O)N2c2ccc(C)cn2)cc1OC (centres undefined)	-8	-4	-11	0	-1	101	-11	100	0	96	17
Cc1cc(C)n(-c2nc(N(C)C)nc(N3CCOCC3)n2)n1	2	3	-1	3	6	99	5	98	2	98	14
COc1ccc(N2CCN(C(CNC(C)=O)c3ccco3)CC2)cc1 (centres undefined)	-3	-3	-33	0	0	106	-6	107	0	103	23
COc1ccc(NC(=O)CSc2nnc(-c3ccccn3)n2Cc2ccco2)cc1OC	0	0	-18	-4	-3	100	-2	101	-1	100	2
CN(C(=O)C(Cl)Cl)C1CC2C=CC1C2 (centres undefined)	nt	nt	-9	nt	nt	?	nt	100	nt	98	-5
COc1cc2c(cc1O)C(Cc1ccc(O)cc1)NCC2 (centres undefined)	0	0	-17	-1	-1	96	1	94	-1	91	20
O=C(Nc1ccc(NC(=O)c2cc3ccccc3o2)cc1)c1ccc2c(c1)OCCO2	1	-1	37	1	-2	103	-7	101	1	101	21
CCOc1ccccc1/C=C(\C#N)C(=O)Nc1cccc(C(=O)O)c1	nt	nt	-13	nt	nt	?	nt	109	nt	102	7
O=C(c1cccc(C(=O)N2CCN(c3ccccc3F)CC2)n1)N1CCN(c2ccccc2F)CC1	-8	-5	-17	0	-5	105	-12	102	2	101	23
C=CCN(CC=C)C(=S)NC(=O)c1ccc(-c2ccccc2)cc1	-7	-11	-49	-3	-2	101	-7	98	-3	96	-90
Nc1nc2ccc(OC(F)(F)F)cc2s1	-1&-2	-3&-1	3&12	-2&0	-3&0	102&102	0&0	102&102	-2&1	102&100	4&20
O=C(CCc1nc2ccccc2c(=O)[nH]1)OCC(=O)c1cccc(Cl)c1	-3	-2	-12	0	0	100	-2	97	0	101	4
Cc1ccc(NS(=O)(=O)c2cc([N+](=O)[O-])ccc2N/N=C/c2sc(N3CCOCC3)nc2-c2ccccc2)c(C)c1	nt	nt	-3	nt	nt	?	nt	110	nt	102	14
CCc1ccccc1NC(=O)CSc1nc2c(c(-c3ccco3)c1C#N)CCCC2	-9	-10	-2	-5	-17	104	-13	103	0	103	-12
COC(=O)C1=CN(C)C=C(C(=O)OC)C1c1ccc(Cl)cc1Cl	-4	-2	-24	-5	-2	95	-1	97	-1	100	-26
CC(C)CCN1CCC(N)=NC1=O	-34	-35	-13	-20	-12	217*[activator]	-25	234*[activator]	-15	110	-7
COc1cccc(OC)c1C(=O)N1CCN(Cc2ccccc2C(F)(F)F)CC1	2	1	43	-5	0	96	4	95	-2	97	26
Cc1ccc(NC(=O)C2CCN(S(=O)(=O)c3cccc4cccnc34)CC2)nc1	-8	-7	-18	-2	-2	104	-10	106	-1	106	20
CC1CCN(c2ccc(C=O)o2)CC1	0	-5	-16	-3	-3	104	-4	102	-2	100	12
CCn1c(O)c(N=NC(=O)CNC(=O)/C=C/c2ccco2)c2ccccc21	4	0	1	1	-6	100	2	98	1	104	3
CC(NC(=O)C1CCCO1)c1ccccc1 (centres undefined)	-5	-5	5	-2	-3	107	-7	105	3	108	3
CCCc1nc(SCC(=O)Nc2ccc(N3CCOCC3)cc2)c2ccccc2n1	-6	-2	-23	0	-6	101	-1	104	1	109	10
COc1cc(/C=C/CO)cc(OC)c1O[C@@H]1O[C@H](CO)[C@@H](O)[C@H](O)[C@H]1O	-2	-5	-12	-2	-2	97	0	101	-2	103	-3
Cn1ncc(Cl)c1C(=O)Nc1cccc(Cl)c1	6	-19	4	-1	-1	97	15	96	4	103	52*
CCOc1ccc(NC(=O)c2ccc(N)cc2)cc1	-10	-13	-12	-3	-12	98	-7	101	-6	102	-14
COc1ccc(NC(=O)C(NC(C)=O)C(=O)NCc2ccccc2)cc1 (centres undefined)	0	-1	-7	0	-2	101	-3	101	-2	99	24
C#Cc1ccc([C@@H]2C=C(C(=O)Nc3ccccc3)O[C@H](OCC)[C@H]2CCCO)cc1	1	-2	5	1	-2	12*	4	22*	-1	17*	-12
CN(C)C(=O)Cn1cnc2c(cnn2-c2ccccc2Cl)c1=O	-6	-2	-24	0	0	101	-7	98	3	97	6
Cc1cccc(NC(=O)/C(C#N)=C\c2cn(CC(=O)O)c3ccccc23)c1	-1	-1	-15	1	-2	104	-5	101	-3	98	20
OC1CCCN(CC(O)c2ccccc2)C1 (centres undefined)	-6	-6	5	0	-3	95	-4	102	0	102	24
CCOC(=O)Cc1nc(-c2cccc(C(F)(F)F)c2)no1	-4	-3	-21	-2	-1	?	0	100	-4	100	-1
O=C(CSc1nc2ccccc2c(=O)[nH]1)N1CCCCC1	-3	-6	-3	0	-2	99	-5	101	-2	105	13
FC(F)(F)COc1nc(N2CCOCC2)nc(N(c2ccccc2)c2ccccc2)n1	0	1	-4	0	0	99	-1	98	0	103	-4
COc1cc(CN(C)CCc2ccccc2)ccc1OCc1ccccc1	-3	-3	-13	-4	-2	99	-4	101	-1	99	16
CCOC(Cn1cc(C)c(=O)[nH]c1=O)OCC	-4	-4	-19	0	-5	103	-5	101	-1	102	5
O=C(NC(=S)Nc1ccc(Cl)cn1)C12CC3CC(CC(C3)C1)C2	-3	-7	-20	-2	-6	97	-4	101	-3	96	-9
CCOC(=O)c1c(-c2cccc([N+](=O)[O-])c2)csc1NC(=O)CCCOc1ccccc1	3	-6	-2	-8	-5	98	-1	100	-9	102	9
O=[N+]([O-])c1ccc(Cl)c2c1C1C=CCC1C(c1ccccn1)N2 (centres undefined)	3	0	-49	2	0	82	10	87	3	98	-3
O=C(Cc1ccc(Br)c2ccccc12)N/N=C/c1ccccn1	-2	-3	-5	2	-1	83	-3	89	4	96	-6
S=C(Nc1ccc(Cl)cc1Cl)N1CCCCC1	-4	-13	-47	-9	-7	103	0	102	-3	103	-2
Cc1cc(CN(C)C)c(O)c(C2(C)CCCCC2)c1	0	0	-28	-3	-1	99	0	104	0	102	20
O=C1CCOc2cc(OCc3ccccc3)ccc21	-6	-18	4	-9	-9	100	-10	100	-10	103	-7
Cc1ccc2ccc(C(Nc3cccc(C(F)(F)F)c3)c3cccnc3)c(O)c2n1 (centres undefined)	-1	-2	-45	0	0	?	2	101	-2	101	9
Cc1csc(SCC(=O)NC(=O)Cc2ccccc2)n1	-10	-12	-7	-5	-12	96	-17	97	-9	99	9
Cc1cccc(C)c1NC(=O)c1ccc([N+](=O)[O-])s1	-3	-11	9	-6	-12	97	-17	103	-6	102	-4
C=CCNC(=S)Nc1cccc(N)c1	-3	-4	-37	0	-2	96	0	101	-1	101	5
CCOc1ccc(Br)cc1S(=O)(=O)Nc1ccc(NC(=O)c2ccccc2C)cc1	-3	-4	4	0	-4	101	0	100	-1	101	-3
CC(=O)C1=C(O)C(=O)N(CCCN2CCOCC2)C1c1ccccc1[N+](=O)[O-] (centres undefined)	nt	nt	-44	nt	nt	?	nt	98	nt	101	28
Cc1cccc(NC(=O)COc2ccc(Br)cc2)n1	-3	0	-3	-4	-5	98	-5	99	0	96	15
COc1cc(OC)cc(C(=O)NCc2ccc(-n3cccc3)cc2)c1	1	0	-14	2	0	107	-1	103	4	107	15
Fc1cc(F)c(F)c(SCCc2ccncc2)c1F	0	-12	-13	-5	-4	123	-1	97	-4	93	7
CN1CCN(CC#CCC2(O)c3ccccc3-c3ccccc32)CC1	0	-1	-23	-1	-4	100	-4	103	1	102	22
COc1cc(C)nc(N2CCCC(C(=O)Nc3cccc(Cl)c3Cl)C2)n1 (centres undefined)	0	-3	-13	2	6	96	-12	102	6	99	-2
O=CN1CCN(C(C(=O)NC2CCCCC2)c2cc3c(cc2[N+](=O)[O-])OCO3)CC1 (centres undefined)	3	2	-16	-2	-4	92	5	101	-3	97	27
CCOc1ccc(NC(=O)CN2CCN(CC(=O)Nc3ccc(F)cc3)CC2)cc1	-3	-2	-42	0	-3	98	-1	100	-2	101	3

Structural class: the compounds so far with four or more nitrogen atoms (12)
SMILES	Bim-Bcl-2	Bcl-B Bim block	Mcl1-Bid inh	Mcl-1 Bim block	Bim-Bcl-XL	RGS7-Gao	Bfl-1 Bim block	RGS4-Gao reg	Bim-Bcl-W	RGS8-Gao	Mcl1 Noxa PPI
Cc1cc(C)n(-c2nc(N(C)C)nc(N3CCOCC3)n2)n1	2	3	-1	3	6	99	5	98	2	98	14
COc1ccc(NC(=O)CSc2nnc(-c3ccccn3)n2Cc2ccco2)cc1OC	0	0	-18	-4	-3	100	-2	101	-1	100	2
O=C(c1cccc(C(=O)N2CCN(c3ccccc3F)CC2)n1)N1CCN(c2ccccc2F)CC1	-8	-5	-17	0	-5	105	-12	102	2	101	23
Cc1ccc(NS(=O)(=O)c2cc([N+](=O)[O-])ccc2N/N=C/c2sc(N3CCOCC3)nc2-c2ccccc2)c(C)c1	nt	nt	-3	nt	nt	?	nt	110	nt	102	14
Cc1ccc(NC(=O)C2CCN(S(=O)(=O)c3cccc4cccnc34)CC2)nc1	-8	-7	-18	-2	-2	104	-10	106	-1	106	20
CCn1c(O)c(N=NC(=O)CNC(=O)/C=C/c2ccco2)c2ccccc21	4	0	1	1	-6	100	2	98	1	104	3
CCCc1nc(SCC(=O)Nc2ccc(N3CCOCC3)cc2)c2ccccc2n1	-6	-2	-23	0	-6	101	-1	104	1	109	10
CN(C)C(=O)Cn1cnc2c(cnn2-c2ccccc2Cl)c1=O	-6	-2	-24	0	0	101	-7	98	3	97	6
FC(F)(F)COc1nc(N2CCOCC2)nc(N(c2ccccc2)c2ccccc2)n1	0	1	-4	0	0	99	-1	98	0	103	-4
COc1cc(C)nc(N2CCCC(C(=O)Nc3cccc(Cl)c3Cl)C2)n1 (centres undefined)	0	-3	-13	2	6	96	-12	102	6	99	-2
O=CN1CCN(C(C(=O)NC2CCCCC2)c2cc3c(cc2[N+](=O)[O-])OCO3)CC1 (centres undefined)	3	2	-16	-2	-4	92	5	101	-3	97	27
CCOc1ccc(NC(=O)CN2CCN(CC(=O)Nc3ccc(F)cc3)CC2)cc1	-3	-2	-42	0	-3	98	-1	100	-2	101	3
